POLI inh = blocks human DNA polymerase iota activity | Q9UNA4 | Pol iota fluorescent replication assay, 10 min | Potency, µM (top dose mostly 115 µM), inactives show at the top dose activity, negative = inhibition, actives largely listed as inhibitors | 390,000 tested, 1% active | AID 588590; note: potency is the fitted concentration of half-maximal effect
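Pol iota at 10 nM preincubated 15 min with compounds at room temperature; reaction started with fluorescent substrate, 50 nM final. Fluorescence read kinetically at 0 and 10 min; buffer-only wells as negative control.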
APE1 inh = blocks human APE1 abasic DNA cleavage; P27695; recombinant APE1, TAMRA/BHQ-2 abasic DNA cleavage fluorescence; Potency, µM (doses to about 65.8 µM), inactives show top-dose activity change, negative = inhibition, actives largely listed as inhibitors; 350,000 tested, 0.35% active;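 note: potency is the fitted concentration of half-maximal effect; plate controls were vehicle for no effect and reference inhibitor for full effect; nearly all actives have a fitted effect of over 55% in size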
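Endonuclease cleavage of a quenched abasic-site DNA duplex (50 nM) by APE1 (0.75 nM) was tracked by TAMRA dequenching. Compounds were preincubated with enzyme 15 min at room temperature; data normalized to buffer-only and DMSO wells plus NSC13755 control.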
LDHA inh = inhibitors of human lactate dehydrogenase A; P00338; purified LDHA, NADH/diaphorase-resazurin fluorescence; hits give low values; activity change, % (values are at about 110 or 230 µM); 480,000 tested, 0.15% active; AID 1347041; in the data active = activity change below about -30%; inconclusive = mostly about -25% to -30%;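 note: plate controls were DMSO wells for no effect and wells without enzyme for full effect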
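Enzyme activity of human lactate dehydrogenase 5 (2 nM; 0.06 mM NADH, 0.2 mM pyruvate, 5 min, RT) is measured via a resazurin/diaphorase fluorescence readout of residual NADH.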
GRP78 ERSR act = inducers of ER stress response in human glioma cells; AID 602332; 420,000 tested, 0.02% active; U87-MG GRP78 promoter luciferase reporter, 16 h; Potency, µM, inactives show at the top dose activation, most hits filed as activators; note: potency is the fitted concentration of half-maximal effect; series mostly up to about 76 µM; % of control where 0% means no effect; nearly all actives have a fitted effect of over 35% in size
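Stably transfected U87-MG human glioma cells carrying a GRP78-based luminescent sensor were seeded at 1000 cells/well, pin-dosed with compounds and incubated 16 h. Luciferase reagent was then added, and end-point luminescence was read after 10 min at room temperature.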
Pol eta inh = inhibitors of human DNA polymerase eta; Q9Y253; recombinant Pol eta, fluorescent DNA replication assay; Potency, µM (highest dose often 114 µM), without a hit: at the highest dose activity change, negative = inhibition, hits mostly inhibitors; 390,000 tested, 1.2% active; AID 588591; note: potency is the fitted concentration of half-maximal effect; % is set by controls: 0 for no effect and ±100 for the full control effect
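Pol eta at 10 nM preincubated with compounds 15 min at room temperature; reaction started with fluorescent substrate (50 nM final) and read kinetically at 0 and 10 min.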
Anesthetic bind = candidate novel general anesthetic via apoferritin binding; P02791; apoferritin/1-aminoanthracene competitive binding, fluorescence; Potency, µM (top dose mostly 77.5 µM), for inactives: at the top dose activity change, negative = displacement, most hits filed as inhibitors; 350,000 tested, 0.074% active; AID 485281; note: potency is the fitted concentration of half-maximal effect; % is set by controls: 0 for no effect and ±100 for the full control effect; nearly all actives have a fitted effect of over 20% in size
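Read-out: endpoint 1-AMA fluorescence, excitation 380 nm and emission 535 nm, after compounds sit 10 min at room temperature with 10 uM horse-spleen apoferritin in 50% saturated 1-AMA/PBS. Values come from four-parameter Hill fits.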
Pol beta inh = blocks human DNA polymerase beta activity; P06746; Pol beta primer extension/strand displacement, fluorescence kinetic; Potency, µM (titrated, usually from 114 µM), without a hit: at the highest dose activity change, negative = inhibition, actives largely listed as inhibitors; 340,000 tested, 1.3% active; AID 485314; note: potency is the fitted concentration of half-maximal effect; % is set by controls: 0 for no effect and ±100 for the full control effect
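10 nM enzyme + cpd, 15 min RT; start with substrate 50 nM final; read 0 min and after 10 min RT. Corrected, normalized data; 4-parameter Hill curve fit.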
BLM inh = Bloom syndrome helicase (human) inhibition; AID 2528; 350,000 tested, 0.2% active; P54132; recombinant BLM DNA unwinding, fluorescence dequenching; Potency, µM (series often up to 56.1 µM), for inactives: top-dose activity change, negative = inhibition, hits mostly inhibitors;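 note: potency is the fitted concentration of half-maximal effect; plate controls were vehicle for no effect and no enzyme for full effect; nearly all actives have a fitted effect of over 35% in size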
POLK inh = blocks human DNA polymerase kappa activity. Q9UBT6. purified Pol kappa, fluorescent DNA synthesis assay, 10 min. Potency, µM (titrated, usually from 107 µM), inactives show top-dose activity, negative = inhibition, most hits filed as inhibitors. 400,000 tested, 0.53% active. AID 588579; note: potency is the fitted concentration of half-maximal effect; % is set by controls: 0 for no effect and ±100 for the full control effect
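Pol kappa 10 nM + cpd, 15 min RT; start w/ substrate 50 nM final; fluorescence kinetic read, 0 and 10 min. Neg ctrl: buffer, no enzyme.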
Numbers without * were called inactive; u = inconclusive; x = not tested or not shown; [ ] = another dose, or the depositor's remark. Unless noted, calls come from the whole dose curve; as a rule, active = well fitted curve in the direction sought with a large enough effect; inconclusive = small, poorly fitted or top-dose-only effect, or another doubt; inactive = no such curve, though single readings can be large; an effect the other way counts as inactive or inconclusive. An excerpt (hit frequency here may not be typical).

SMILES	POLI inh	APE1 inh	LDHA inh	GRP78 ERSR act	Pol eta inh	Anesthetic bind	Pol beta inh	BLM inh	POLK inh
CCOC(=O)N1CCN(C(=S)NC(=O)c2cncc(Br)c2)CC1	4%	u	-4	1%	-9%	-5%	-8%	-1%	-15%
Cc1csc(NC(=O)CSc2nnc(-c3ccoc3C)n2C(C)c2ccccc2)n1 (stereo unspecified)	6%	-4%	1	-5%	-5%	2%	-6%	-8%	-20%
FC(F)(F)c1cccc(NC(=S)NNC(=S)Nc2cccc(C(F)(F)F)c2)c1	x	7%	x	x	x	u	-2%	-13%	x
O=C(C1=C[C@H](c2ccc(Br)cc2)C[C@H](OCc2ccc(CO)cc2)O1)N1CCOCC1	24%	-4%	-4	-5%	-20%	-5%	24%	-5%	5%
O=C(Nc1ccc(S(=O)(=O)NC2=NCCCCC2)cc1)c1ccco1	171%[activator]	-5%	-8	-1%	-11%	-7%	u	2%	-15%
CCOC(=O)c1sc(NC(=O)CSc2nc3c(cc2C#N)CCCCCC3)c(C#N)c1C	u	1%	2	-2%	-10%	-12%	u	0%	1%
O=c1cc(O)n(C2CCCCCC2)c(=O)[nH]1	u	-3%	3	-1%	-4%	-2%	27%	-3%	11%
O=C(O)COn1c(-c2ccc(Cl)cc2)nc2ccc(Cl)cc21	55%[activator]	0%	-11	1%	-6%	-6%	u	-7%	0%
Nn1c(SCC(=O)Nc2nnc(-c3ccccc3)o2)nnc1C1CC1	-10%	1%	-5	-2%	0%	x	x	x	8%
Cc1ccc(C(C[N+](=O)[O-])c2c(C)cc3ccccn23)cc1 (stereo unspecified)	-12%	-7%	5	0%	u	-6%	-1%	-3%	-11%
CC(=O)OC1C=CCC2C(=O)c3cccc(O)c3C(O)C12 (stereo unspecified)	18%	x	-2	2%	-5%	x	x	x	-5%
CC(C(O)C12CC3CC(CC(C3)C1)C2)N1CCCCC1 (stereo unspecified)	2%	5%	-4	0%	15%	-7%	-15%	-2%	-7%
O=C(c1ccc(NC2=NC3CS(=O)(=O)CC3S2)cc1)N1CCN(c2ccc([N+](=O)[O-])cc2)CC1 (stereo unspecified)	0%	-11%	-2	6%	-15%	-17%	30%	-5%	5%
COC(=O)C1=C(C)N=C2SC(C#N)=C(N)N2C1c1cccc(OC)c1 (stereo unspecified)	-3%	-5%	-3	-3%	-16%	1%	-16%	-2%	-12%
Fc1ccc(-c2ccnc3nc(N4CCOCC4)nn23)cc1	29%	1%	-8	1%	-12%	-7%	0%	-1%	0%
O=C(CCN=C1NS(=O)(=O)c2ccccc21)OCc1nnc(-c2ccc([N+](=O)[O-])cc2)o1	u	-6%	-6	-5%	u	x	x	x	-5%
Cc1cccc(NC(=O)CN(C)S(=O)(=O)c2ccc3c(c2)c(=O)n(C)c(=O)n3C)c1	11%	x	-3	-4%	-5%	-1%	u	-7%	-4%
CC(C)(C)OC(=O)N1CCC(c2c(C(=O)N3CCN(c4ccccn4)CC3)cnn2-c2cccc(F)c2)CC1	-15%	x	-3	-3%	15%	-7%	9%	-6%	-12%
CC(C)C(=O)NCC(c1ccc2c(c1)OCO2)N1CCN(c2ccccc2)CC1 (stereo unspecified)	12%	x	-6	-3%	-20%	0%	2%	-2%	-6%[60.1 µM]
Cc1ccc(-n2nc(C)c3c(C(=O)O)cc(C)nc32)cc1	u	x	-3	0%	2%	4%	17%	1%	-28%

Whole records, quoted from the list. Values in the order: POLI inh | APE1 inh | LDHA inh | GRP78 ERSR act | Pol eta inh | Anesthetic bind | Pol beta inh | BLM inh | POLK inh
CC(=O)OC1C=CCC2C(=O)c3cccc(O)c3C(O)C12 (stereo unspecified) is listed with 18% | x | -2 | 2% | -5% | x | x | x | -5%
CCOC(=O)c1sc(NC(=O)CSc2nc3c(cc2C#N)CCCCCC3)c(C#N)c1C is listed with u | 1% | 2 | -2% | -10% | -12% | u | 0% | 1%
O=C(O)COn1c(-c2ccc(Cl)cc2)nc2ccc(Cl)cc21 is listed with 55%[activator] | 0% | -11 | 1% | -6% | -6% | u | -7% | 0%

New compounds follow:
SMILES	POLI inh	APE1 inh	LDHA inh	GRP78 ERSR act	Pol eta inh	Anesthetic bind	Pol beta inh	BLM inh	POLK inh
CC#CCOCC/C=C1/c2ccccc2C(OC)C1C (stereo unspecified)	x	18%[12.4 µM]	x	-4%	x	-7%[15.3 µM]	x	-1%[12.4 µM]	x
O=C(Nc1ccnn1C1CCN(C2CCCC2)CC1)c1ccccc1Cl	-1%	-3%	1	-2%	0%	-7%	4%	-1%	-3%
CCCC(=O)N1CCN(c2nc3c(OC)ccc(Cl)c3s2)CC1	15%	-17%	-2	0%	-7%	-1%	-28%	-3%	-1%
Cc1cnc(CNC(=O)C2CCC(=O)N(CCc3cccc(F)c3)C2)[nH]1 (stereo unspecified)	4%	-1%	-11	-4%	7%	-1%	25%	-2%	1%
O=[N+]([O-])c1cc(S(=O)(=O)N2CCCCCC2)ccc1F	-12%	10%	-4	-15%	u	-18%	8%	-13%	-2%
O=c1cc(NCc2ccccc2)nc2n1CCCS2	4%	5%	-3	-5%	-10%	-12%	-1%	0%	-2%
CN(C)Cc1ccccc1COc1ccccc1	-17%	4%	0	-8%	-15%	-4%	-6%	3%	1%
CC(C)(CC(=O)O)CC(=O)NCc1c(Cl)cccc1Sc1ccc(Cl)cc1	-4%	1%	-1	-4%	2%	1%	-1%	-3%	5%
COc1cccc(OCCn2c(C)c(/C=N/n3cnnc3)c3ccccc32)c1	-1%	-2%	-5	-5%	u	-13%	u	-3%	-5%
CCCC(=O)Nc1ccc2nc(SCC(=O)N3CCCC3)sc2c1	31%[activator]	3%	-1	2%	-16%	-1%	7%	-5%	1%
O=C(NCCc1cccnc1)c1cc(COc2ccc(F)cc2F)on1	34%[activator]	13%	-3	-5%	-14%	6%	30%	-2%	5%
COc1cc(C(=O)O/N=C(\N)c2ccccn2)cc(OC)c1OC	7%	24%	-2	7%	-10%	-2%	4%	5%	-5%
Cc1ccc(S(=O)(=O)N2CCCC(C)C2)cc1 (stereo unspecified)	12%	27%	-3	-3%	-27%	-9%	-14%	-1%	-9%
O=[N+]([O-])c1cccc(-c2ccc(SCc3ccccn3)nn2)c1	20%	-4%	-2	6%	-24%	u	-15%	-2%	4%
CC(NC(=O)COc1cc(=O)n(C)c2ccccc12)c1ccc2c(c1)OCCO2 (stereo unspecified)	27%	-3%	0	-4%	-13%	-22%	24%	3%	-3%
CC(=O)OC1CC2C(C)(C)C(O)CC[C@@]2(C)C2CC[C@@]3(C)C(c4ccoc4)OC(=O)C4O[C@@]43[C@]12C (stereo partly specified)	x	-4%	x	-5%	x	-7%	x	-7%	-12%[60.1 µM]
O=C(c1cnc2n(c1=O)CCS2)N1CCCc2ccccc21	26%	-4%	-8	0%	-3%	-6%	5%	-8%	6%
Cc1nn(Cc2ccccc2Cl)c(C)c1NC(=O)/C=C/c1cnn(C)c1	7%	-1%	-3	-3%	-6%	-13%	14%	-1%	-1%
COc1cccc(C2C(C(=O)c3cc4cccc(OC)c4o3)=C(O)C(=O)N2c2cc(C)on2)c1OC (stereo unspecified)	-5%	2%	-5	-3%	u	4%	-10%	-3%	-17%
CC(C)[C@H](NC(=O)[C@@H]1Cc2ccccc2CN1)C(=O)Nc1ccc2c(c1)OCCO2	2%	15%	-4	-2%	-9%	-11%	8%	-3%	0%
Fc1ccc(-c2cc(C(F)(F)F)nc(-n3cc(Cl)cn3)n2)cc1	-3%	4%	-3	-1%	-7%	-11%	-10%	-2%	6%
C=CCN1C(=NC(=O)CCC)SC2CS(=O)(=O)CC21 (stereo unspecified)	5%	-3%	-8	0%	-8%	-7%	7%	-1%	-1%
NC(=S)Nc1c(Cl)cccc1Cl	-4%	0%	-10	-4%	-6%	13%	12%	0%	-1%
CCN(C(=O)COC(=O)CNC(=O)c1ccc(Cl)cc1Cl)c1c(N)n(Cc2ccccc2)c(=O)[nH]c1=O	-4%	-3%	-4	6%	6%	x	x	x	-2%
O=C(COc1ccc(Cl)cc1Br)NC(=O)NC1CCCC1	36%[activator]	0%	-2	1%	-16%	x	x	x	-6%
Cc1ccc(C)c(S(=O)(=O)NCc2ccc(C(=O)NCc3ccco3)cc2)c1	-8%	-10%	1	-3%	1%	9%	-22%	-8%	-3%
O=C(NC1CCCC1)c1c[nH]c2ccc(F)cc2c1=O	30%	3%	4	1%	6%	-13%	0%	-1%	-21%
CNc1nc(Cl)c(SC)c(NCc2cccc(OC)c2)n1	-4%	26%	-11	-1%	-6%	2%	27%	-7%	-21%
CCOC(=O)c1cnc2cc(C)ccn2c1=O	u	-5%	-1	-2%	-18%	-8%	9%	2%	-16%
Cc1cccc(N(C)C(=O)c2coc(=O)c3ccccc23)c1	-9%	-1%	-6	-6%	8%	-4%	-11%	-1%	4%
Nc1cc(=O)[nH]c(SCCSc2ccccc2F)n1	20%	4%	-4	6%	9%	-13%	25%	-3%	-8%
CC(C)OCCCNS(=O)(=O)c1ccc2c(c1)OCCO2	5%	0%	-3	-2%	-6%	u	34%	-1%	0%
COc1cc(Cl)cc(/C=C/c2ccc3cccc(O)c3n2)c1OC	46%[activator]	4%	9	-4%	-19%	-4%	15%	-2%	2%
O=C(CCNC(=O)c1ccco1)Nc1nc(-c2ccccc2)cs1	23%	-4%	3	9%	-14%	x	x	x	-8%
CN(C)C(CNC(=O)CSc1nc2sc3c(c2c(=O)n1C)CCC3)c1ccccc1 (stereo unspecified)	15%	7%	-8	-5%	-1%	x	x	x	-3%
CSc1ccc(CN(C)C(=O)CN2C(=O)NC3(CCCC3)C2=O)cc1	14%	1%	-11	-3%	-7%	x	x	x	-7%
CN=Cc1c(NC)nc2c(C)cccn2c1=O	-4%	-4%	4	-4%	-17%	-7%	25%	0%	-5%
Cc1cccc(N)c1SC1CCCCC1O (stereo unspecified)	12%	1%	-7	1%	-19%	-2%	-9%	-3%	-5%
O=C(c1ccc(-c2ccccc2Cl)o1)N1CCCC(C(F)(F)F)C1 (stereo unspecified)	-19%	0%	0	3%	-7%	x	x	x	-9%

High-throughput results as filed in PubChem BioAssay.
